LmPK inhibitor: inhibitors of Leishmania mexicana pyruvate kinase; Q27686; purified LmPK, Kinase-Glo ATP luminescence, 1 h; Potency, µM (series often up to 57.5 µM), without a hit: at the top dose activity change, negative = inhibition, usual class: inhibitors; 290,000 compounds, 0.37% hits; further: potency means the concentration at half of the fitted maximal effect
Target sequence (Q27686 whole entry, looked up): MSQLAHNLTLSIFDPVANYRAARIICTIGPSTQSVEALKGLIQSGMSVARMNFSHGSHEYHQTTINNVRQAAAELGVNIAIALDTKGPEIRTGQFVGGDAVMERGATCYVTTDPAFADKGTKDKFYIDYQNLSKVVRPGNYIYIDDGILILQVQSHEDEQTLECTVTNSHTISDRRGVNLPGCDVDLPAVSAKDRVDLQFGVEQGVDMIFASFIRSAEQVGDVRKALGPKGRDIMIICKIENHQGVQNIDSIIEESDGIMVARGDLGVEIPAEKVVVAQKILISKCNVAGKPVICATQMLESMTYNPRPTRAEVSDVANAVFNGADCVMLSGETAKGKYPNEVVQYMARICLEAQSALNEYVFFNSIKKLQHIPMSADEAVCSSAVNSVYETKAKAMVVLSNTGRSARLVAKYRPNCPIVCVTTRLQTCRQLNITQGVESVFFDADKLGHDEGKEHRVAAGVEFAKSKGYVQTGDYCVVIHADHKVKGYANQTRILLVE
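Screened at intermediate enzyme activity to detect both inhibitors and activators: LmPK at 0.1 nM, with a 0.5 nM enzyme column as activation reference. PEP 0.5 mM, ADP 0.1 mM; ATP detected by luminescence after 1 h.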
AmpC detergent: inhibitors of E. coli AmpC beta-lactamase with detergent; P00811; AmpC hydrolysis of nitrocefin, absorbance 480 nm, 0.01% Triton; Potency, µM (series often up to 114 µM), inactives show at the top dose activity change, negative = inhibition, actives largely listed as inhibitors; 370,000 compounds, 0.041% hits; AID 485294;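 further: potency means the concentration at half of the fitted maximal effect; 0% = no-compound wells and -100% = no-enzyme wells; nearly all actives have a fitted effect of over 25% in size; some results filed as inactive show a strong effect at the top dose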
Target sequence (P00811 whole entry, looked up): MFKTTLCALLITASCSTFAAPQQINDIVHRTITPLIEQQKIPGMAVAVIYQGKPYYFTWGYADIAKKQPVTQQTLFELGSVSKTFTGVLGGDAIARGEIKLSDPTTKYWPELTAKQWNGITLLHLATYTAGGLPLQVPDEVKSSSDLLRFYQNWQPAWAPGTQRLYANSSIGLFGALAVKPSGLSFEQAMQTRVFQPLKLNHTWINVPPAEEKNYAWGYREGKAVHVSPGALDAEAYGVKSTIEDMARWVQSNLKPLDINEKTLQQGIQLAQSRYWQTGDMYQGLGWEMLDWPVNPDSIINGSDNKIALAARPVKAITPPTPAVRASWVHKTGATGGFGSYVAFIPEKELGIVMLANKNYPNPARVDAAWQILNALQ
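20 mM phosphate pH 7.0 + 0.01% (detergent screen) or 0.0001% Triton X-100; 5.3 nM AmpC reagent; cpd preinc 15 min RT; nitrocefin (800 uM stock) to start; A480 q20 s × 4 min; Activity was normalised to no-enzyme and no-compound control wells.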
AmpC no deterg: blocks E. coli AmpC beta-lactamase in detergent-free assay; AmpC nitrocefin hydrolysis, absorbance 480 nm, 0.0001% Triton; Potency, µM (doses to about 57.1 µM), for the others: at the highest dose activity change, negative = inhibition, actives largely listed as inhibitors; 330,000 compounds, 0.52% hits;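 further: potency means the concentration at half of the fitted maximal effect; plate controls were no compound for no effect and no enzyme for full effect; nearly all actives have a fitted effect of over 20% in size; some results filed as inactive show a strong effect at the top dose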
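AmpC (5.3 nM in the dispensed reagent) in 20 mM phosphate pH 7.0 with 0.01% (detergent screen) or 0.0001% Triton X-100 was preincubated with compounds for 15 min at room temperature. Nitrocefin was then added from an 800 uM solution, and hydrolysis was followed at 480 nm.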
Sm TGR block: blocks Schistosoma mansoni thioredoxin glutathione reductase; Q962Y6; purified TGR, DTNB reduction, TNB absorbance 405 nm; Potency, µM (titrated, usually from 114 µM), without a hit: at the highest dose activity change, negative = inhibition, actives largely listed as inhibitors; 360,000 compounds, 3% hits; AID 485364; further: potency means the concentration at half of the fitted maximal effect; nearly all actives have a fitted effect of over 60% in size
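Kinetic colorimetric format: TGR-catalysed, NADPH-driven DTNB reduction monitored via TNB absorbance. Enzyme dispensed at 20 nM; compound exposure 15 min at room temperature before reaction start.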
Tb PYK inh: blocks Trypanosoma brucei pyruvate kinase | TbPYK enzyme, Kinase-Glo Plus ATP luminescence, 45 min | Potency, µM (top dose mostly 76.8 µM), for inactives: at the highest dose activity, negative = inhibition, usual class: inhibitors | 410,000 compounds, 0.12% hits | AID 624173 | Q57TT1; further: potency means the concentration at half of the fitted maximal effect; nearly all actives have a fitted effect of over 50% in size
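Assay buffer: 50 mM TEA pH 7.2, 100 mM KCl, 10 mM MgCl2, 0.05% BSA, 0.01% Tween-20. Pyruvate kinase from T. brucei plus substrate met compound, then ADP (130 uM final). Luminescence was read post 45 min RT.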
HCMV antiviral: human cytomegalovirus inhibition | HFF cells, HCMV-luciferase reporter, 72 h; active compounds read low | AID 1259415 | activity change, negative = inhibition, % at 57.5 µM | 410,000 compounds, 4.5% hits; in the data active means activity change below about -60%; inconclusive means no clear call, values can overlap the other calls; inactive means above about -39%
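Steps: HFFs plated, 16 h 37C; compounds added; HCMV-luciferase added to MOI 1 PFU/cell; 72 h 37C; OneGlo reagent, 5 min room temperature; luminescence read, normalized to controls.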
AMA1 RON2 block: AMA1-RON2 (P. falciparum) interaction inhibition | AlphaScreen AMA1-biotinylated RON2 peptide binding | 360,000 compounds, 0.2% hits | Potency, µM (top dose mostly 58.2 µM), inactives show at the top dose activity change, negative = inhibition, hits mostly inhibitors;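 further: potency means the concentration at half of the fitted maximal effect; 0% = vehicle wells and -100% = peptide control; nearly all actives have a fitted effect of over 45% in size; some results filed as inactive show a strong effect at the top dose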
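AMA1 (3D7) with his tag at 25 nM final met compounds first, then biotinylated RON2 peptide at 25 nM; detection used donor plus acceptor beads, 10 µg/mL apiece, read by AlphaScreen after 30 min at room temperature.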
An asterisk follows results filed as active; u = inconclusive; x = not tested or not shown; [ ] = dose if it differs, or a comment. Unless noted, the call rests on the fitted dose curve; in most records, active means well fitted curve in the direction sought with a large enough effect; inconclusive means small, poorly fitted or top-dose-only effect, or another doubt; inactive means no such curve, though single readings can be large; an effect the other way counts as inactive or inconclusive. Unless noted, on the % scale 0 is the no-effect control and ±100 the full control effect.

SMILES | LmPK inhibitor | AmpC detergent | AmpC no deterg | Sm TGR block | Tb PYK inh | HCMV antiviral | AMA1 RON2 block
CCOC(=O)c1cc(-c2ccccc2)sc1NC(=O)COC | 9% | 0% | 5% | 48%[activator] | -5% | 21 | -9%
COc1ccc(C(CC(=O)c2ccc(C)cc2)C(C#N)C#N)cc1OC (stereo not given) | 3% | -18% | 5% | u | 5% | u | -10%
C[C@@H]1CN([C@H](C)CO)C(=O)c2cc(NC(=O)NC3CCCCC3)ccc2O[C@H]1CN(C)S(C)(=O)=O | x | x | 2% | x | 3% | -37 | -5%
O=C(COC(=O)[C@@H]1CCCN1S(=O)(=O)c1ccccc1F)Nc1ccc(OC(F)F)cc1 | 9% | -4% | -2% | 1% | -5% | -30 | -4%
CSCCC(NC(=O)COc1ccccc1)C(=O)NCCOc1ccc(C)cc1 (stereo not given) | -6% | -9% | 56% | 0% | -4% | 1 | 3%
O=C(CCCc1ccccc1)NCc1ccc2c(c1)OCO2 | -7% | -10% | -22% | -2% | -3% | 4 | -3%
CCc1noc(C)c1C(=O)NNC(=O)COc1ccccc1C | x | 1% | -21% | -2% | -6% | 11 | 81%[activator]
c1ccc(-c2nc3c(ccc4ccccc43)[nH]2)nc1 | -17% | -15% | -18% | 7% | -9% | 166 | 107%[activator]
O=C(NCC(O)c1ccccc1)c1ccccc1 (stereo not given) | -16% | 3% | 1% | 24% | 1% | 34 | -1%
O=C(CSc1nc2nccnc2c(=O)n1Cc1cccs1)Nc1ccccc1 | 7% | 0% | -5% | -21% | -9% | -24 | -6%
O=C(NC1CCCCC1)C(c1ccccc1F)N(Cc1ccco1)C(=O)c1ccccn1 (stereo not given) | 0% | -10% | 19% | -15% | -1% | u | 8%
CC1CC(Nc2ccccc2)=CC(=O)O1 (stereo not given) | 6% | 2% | -19% | 1% | 3% | -1 | 15%
COc1ccc(Cl)cc1C(=O)C1CCCN(Cc2cnc(N3CCOCC3)s2)C1 (stereo not given) | 5% | 9% | 168%[activator] | 0% | -22% | u | -15%
CC(=O)Nc1ccc(OC(=O)Cc2ccc(Cl)cc2)cc1 | -10% | -12% | -5% | -2% | -22% | -23 | 12%
Cc1oc(-c2cccs2)nc1CN1CC[C@@](O)(c2ccccc2)[C@H]2CCCC[C@@H]21 | 4% | 10% | 19% | -9% | -8% | 4 | -25%
O=S(=O)(N/N=C/c1cccc(OC2CSC2)c1)c1ccccc1 | -1% | -3% | -23% | -10% | 6% | 16 | -15%
COc1cc2c(cc1OC)C(C)N(S(=O)(=O)c1cn(C)cn1)CC2 (stereo not given) | 2% | 1% | -20% | 0% | -1% | -38 | -6%
O=C(CSc1nc2ccccc2c(=O)n1CCCO)Nc1ccc2c(c1)OCCO2 | x | -15% | 49% | -6% | 5% | -11 | 0%
CCN(CC(=O)NCc1ccccn1)S(=O)(=O)c1ccc(OC)cc1 | -1% | -9% | 0% | -7% | 2% | -6 | 20%
COc1ccc(CN2C(=O)c3cccnc3C2=O)cc1S(=O)(=O)N1CCOc2ccccc21 | 9% | 1% | 73%[activator] | 2% | 5% | 34 | 20%
CCN(CC)C(=O)CC(c1ccc(OC)cc1)c1c(OC)cc(OC)c2ccc(=O)oc12 (stereo not given) | 8% | -8% | 132%[activator] | 3% | -7% | 17 | -12%
Cc1ccc(NC(=O)N/C=C/c2ccco2)cc1C | 4% | 3% | -46% | u | 1% | -108* | -1%
CCCCNCc1ccc(SC)cc1 | 1% | -5% | -16% | 10% | -13% | 7 | -4%
O=C(Nc1nc2ccc([N+](=O)[O-])cc2s1)c1ccncc1 | 0% | -1% | -20% | 4% | 0% | -12 | -2%
N#Cc1c(N)n[nH]c1-c1cc2c([nH]1)CCCC2 | 5% | u | -27% | -30% | 4% | u | 1%
Cc1nc(C)c(NC(=O)OC(C)C)cc1NC(=O)OC(C)C | 6% | u | -6%[11.4 µM] | 4% | 7% | -20 | 12%
COc1cc(CC(=O)OCC(=O)N2CCCCC2C)cc(OC)c1OC (stereo not given) | 5% | -11% | -4% | -1% | -1% | 12 | -4%
COC(=O)c1ccc(C(=O)OC)c(NC(=S)N2CCN(C)CC2)c1 | 3% | 1% | -13% | x | 0% | 73 | 12%
CC(=O)Nc1cccc(OCC(=O)NCCC2=CCCCC2)c1 | -1% | -5% | -5% | 17% | 6% | -3 | -2%
Cn1cc(Cl)cc(C(=O)Nc2ccccc2)c1=O | -8% | 0% | -14% | 50%[activator] | -2% | 101 | 6%
Cc1ccc(S(=O)(=O)N2c3ccccc3OCC2c2ccccc2)cc1 (stereo not given) | 1% | -5% | -23% | 1% | 3% | u | 1%
Cc1cccc(-c2c3c(=O)n(C)c(=O)n(C)c3cn2C(C)C)c1 | 0% | -8% | -51% | 56%[activator] | -4% | -8 | 9%
O=C(c1ccc(-c2ccccc2)cc1)c1ccccc1C(=O)N1CCOCC1 | 4% | 2% | 167%[activator] | -31% | -4% | 4 | -9%
COC(=O)c1c(NC(=O)/C(C#N)=C/c2ccccc2)sc2c1CCC2 | x | 14% | x | 0% | -1% | -9 | x
COCCNC(=O)c1sc2nc(-c3ccccc3)cn2c1C | 0% | 0% | -7% | u | 3% | -15 | 2%
O=C(NCC1CC1)C1(S(=O)(=O)c2ccccc2)CC=CC1 | -3% | 2% | -12% | 7% | -12% | -23 | -2%
COc1cccc(CN2CCC(C(=O)Nc3ccc(Oc4cccnc4)cc3)CC2)c1 | 1% | 2% | 6% | 0% | -4% | -9 | -19%
CCOc1ccc(S(=O)(=O)n2c([N+](=O)[O-])cnc2C)c(C)c1C | 1% | -1% | -13% | 1% | 5% | 30 | -8%
CC1=C[C@@H](C)[C@@H](c2ccccc2)OC1=O | x | x | x | x | -1% | 9 | 5%
Cc1ccc(NC(=O)c2ccc3c(=O)n4c(nc3c2)CCC4)cc1F | x | -1% | -17% | 1% | 0% | 8 | -4%
COC(=O)CCNC(=O)c1ccc2[nH]c(C)c(C)c2c1 | 9% | 12% | -13% | 1% | 6% | -28 | -8%
Cc1cc(OCCN2CCCC2)ccc1[N+](=O)[O-] | -2% | -13% | -13% | -3% | 26% | 1 | 0%
COc1cccc(NC(=S)NC(=O)c2c(Cl)c(C)nn2C)c1 | 3% | -6% | 1% | -14% | -3% | 13 | 2%
CCOC(=O)C1CCN(C(=O)CC(C)S(=O)(=O)c2ccc3c(c2)NC(=O)CO3)CC1 (stereo not given) | 0% | 0% | 2% | -4% | 1% | 70 | -3%
Cc1ccc(C(=O)Cc2ccccc2)cc1 | x | x | x | x | 2% | -6 | 64%[activator]
Cc1c(N)cccc1-n1cccc1 | 1% | 3% | -9% | 2% | 2% | -32 | -2%
CCN(CC)CCCN1C(=O)C(=O)/C(=C(/O)c2ccc3c(c2)CC(C)O3)C1c1cccnc1 (stereo not given) | -2% | -13% | -8% | 3% | x | x | x
O=S(=O)(/N=C(/Nc1ccccc1)c1ccccc1O)c1ccccc1 | -2% | 4% | -41% | -3% | -3% | -17 | 0%
CCOc1ccc(CNC(=O)C2CCN(C(=O)c3ccc(-n4ccc5ccccc54)s3)CC2)cc1 | x | 4% | x | -5% | 3% | 6 | x
CC(NC(=O)CNC(=O)OCc1ccccc1)C(=O)N1CC(O)CC1C(=O)OCc1ccccc1 (stereo not given) | 4% | 3% | u | 2% | 0% | -24 | 3%

Fetched by compound from the list above (5):
SMILES | LmPK inhibitor | AmpC detergent | AmpC no deterg | Sm TGR block | Tb PYK inh | HCMV antiviral | AMA1 RON2 block
COc1cccc(NC(=S)NC(=O)c2c(Cl)c(C)nn2C)c1 | 3% | -6% | 1% | -14% | -3% | 13 | 2%
CCN(CC)CCCN1C(=O)C(=O)/C(=C(/O)c2ccc3c(c2)CC(C)O3)C1c1cccnc1 (stereo not given) | -2% | -13% | -8% | 3% | x | x | x
Cc1cc(OCCN2CCCC2)ccc1[N+](=O)[O-] | -2% | -13% | -13% | -3% | 26% | 1 | 0%
COC(=O)CCNC(=O)c1ccc2[nH]c(C)c(C)c2c1 | 9% | 12% | -13% | 1% | 6% | -28 | -8%
Cc1c(N)cccc1-n1cccc1 | 1% | 3% | -9% | 2% | 2% | -32 | -2%

Continuation.
SMILES | LmPK inhibitor | AmpC detergent | AmpC no deterg | Sm TGR block | Tb PYK inh | HCMV antiviral | AMA1 RON2 block
CCN(C[C@H]1N[C@@](CC)(C(=O)OC)[C@H]2C(=O)N(C)C(=O)[C@@H]12)C(=O)Nc1ccc(Cl)cc1 | x | x | -2% | x | 1% | -18 | 8%
COc1ccccc1NS(=O)(=O)c1ccc(/C=C/C(=O)N2CCN(C(C)=O)CC2)cc1 | x | 2% | 73%[activator] | -24% | 3% | 5 | 14%
CC(C)(C)C1=C(C#N)C(c2cc3c(cc2Br)OCO3)C(C#N)=C(N)O1 (stereo not given) | 3% | -11% | -10% | 2.8µM* | -2% | -13 | -1%
CCOC(=O)N(C)c1ccc(C(O)(C(F)(F)F)C(F)(F)F)cc1 | 4% | 3% | 28% | -1% | -4% | 52 | -7%
COC(=O)C1=C(c2ccc(S(C)(=O)=O)cc2)C[C@@H]2CC[C@H]1N2C(=O)NCc1ccc(F)cc1 | x | x | x | x | -7% | -63* | 1%
CS(=O)(=O)NCCSc1cc(C(F)(F)F)nc2ccccc12 | 9% | 0% | -18% | 11% | 2% | 31 | 13%
CC(=O)N1CCc2c(sc3c2c(=O)n(-c2cc(Cl)ccc2C)c(=O)n3C)C1 | x | -8% | x | -10% | 2% | 1 | x
Cc1ccc2c(c1)c1c3n2CCN(C(=O)C2CC2)C3CCC1 (stereo not given) | 5% | -4% | -3% | 0% | -7% | -22 | u
COc1cccc(Cn2ccn(-c3ccc(F)cc3)c(=O)c2=O)c1 | x | 19% | x | -6% | -4% | -19 | x
Cc1nn(C(C)C(=O)NCc2ccc(OC(C)C)cc2)c(=O)c2c1sc1ccccc12 (stereo not given) | x | 6% | x | -10% | 6% | -9 | x
COc1ccc(N2CCN(CC(O)COCCOc3ccc(Br)cc3)CC2)cc1 (stereo not given) | 2% | -7% | 204%[activator] | -10% | 4% | 59 | -19%
CCc1noc(C)c1C(=O)OCC(=O)N(CC)c1c(N)n(Cc2ccccc2)c(=O)[nH]c1=O | x | -3% | -14% | 0% | -13% | -5 | -5%
